# Source: PubChem BioAssay
# Wnt act – activators of Wnt/beta-catenin signaling; Wnt/beta-catenin reporter cell assay, activator, plate reader; activation, % at 9.35 µM; 1.2% of 300,000 active; AID 743398; in the data active means activation above about 30%, passing the limit was not always enough; inconclusive means no clear call, values can overlap the other calls;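 further: 0% = neutral control wells and 100% = positive control wells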
# PvdQ acylase – blocks Pseudomonas aeruginosa PvdQ acylase activity | 0.063% of 340,000 active | inhibition, % at 10 µM | purified PvdQ acylase, fluorescence plate reader; in the data active means inhibition above about 30%, passing the limit was not always enough; inconclusive means no clear call, values can overlap the other calls;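 further: 0% = vehicle neutral wells and 100% = reference inhibitor wells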
# CDK5 inh – CDK5/p35 (human) kinase inhibition; Q00535+Q15078; Recombinant CDK5/p35, ADP-Glo luminescence, 60 min; inhibition, % at 10 µM; 0.01% of 330,000 active; AID 488839;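 active means highest replicate inhibition of at least 50% and at least 75% of replicates reaching 50%; inconclusive means only one of the two criteria met; inactive means both criteria failed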;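 further: plate controls were DMSO neutral control for no effect and GW8510 at 10 µM for full effect; many of its hits are not listed in these tables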
# V-ATPase pHluor – regulators of yeast V-ATPase proton transport. AID 504577. 0.37% of 350,000 active. response, % at 10 µM. S. cerevisiae, pHLuorin cytosolic pH fluorescence; in the data active means response mostly above about 7.3%, no sharp cut-off; inactive means mostly below about 5.4%; further: actives read high; inactives centre near 0; some compounds called inactive have numbers as strong as hits; reference of the scale not given here
# NSD2 inh – inhibitors of human histone methyltransferase NSD2. inhibition, % at 12.5 µM. 0.54% of 310,000 active. NSD2 peptide methylation, AlphaScreen, 120 min; in the data active means inhibition above about 50%
# HTR5A ag ctr – HTR5A agonism, opioid heterodimer counter-screen; activation, % at 9.3 µM; AID 504692; 0.61% of 340,000 active; HTR5A agonist assay, luminescence, cell-based; in the data active means activation mostly above about 9.5%, no sharp cut-off; inactive means mostly below about 7.6%;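 further: 0% = cells with vehicle only and 100% = reference agonist; strong numbers were not always called active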
# Target sequence (P47898 whole entry, looked up): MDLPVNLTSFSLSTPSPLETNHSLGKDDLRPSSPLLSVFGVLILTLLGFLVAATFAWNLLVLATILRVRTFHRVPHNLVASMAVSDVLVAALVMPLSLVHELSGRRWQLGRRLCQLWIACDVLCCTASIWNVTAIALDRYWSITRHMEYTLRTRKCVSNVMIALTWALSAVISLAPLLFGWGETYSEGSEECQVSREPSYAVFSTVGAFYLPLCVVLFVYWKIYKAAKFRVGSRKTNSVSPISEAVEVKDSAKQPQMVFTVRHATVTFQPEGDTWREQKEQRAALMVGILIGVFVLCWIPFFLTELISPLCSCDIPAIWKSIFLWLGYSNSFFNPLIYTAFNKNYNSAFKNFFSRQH
# HTR5A inv ag – inverse agonist of human HTR5A in OPRM1-OPRD1 counter-screen; P47898; HTR5A cell line, luminescence, inverse agonism; inhibition, % at 9.3 µM; 0.083% of 340,000 active; AID 504634; in the data active means inhibition mostly above about 23%, no sharp cut-off; inactive means mostly below about 18%;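 further: 0% = cells with DMSO and 100% = no-cell wells with DMSO; some compounds called inactive have numbers as strong as hits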
# SR-BI HDL uptake – inhibitors of mouse SR-BI mediated HDL lipid uptake; Q61009; AID 488896; 0.96% of 320,000 active; ldlA[mSR-BI] CHO cells, DiI-HDL uptake fluorescence, 3 h; inhibition, % at 12.5 µM;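 active means mean replicate inhibition of at least 70% and a set share of replicates each scoring 70 or more; inconclusive means meets just one of the two criteria; inactive means fails both criteria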;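 further: 0% = median of neutral control wells and 100% = median of positive control wells; values of inactives mirror those of a sister screen read the other way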
# MITF TRPM1 HTS – MITF TRPM1 promoter activation in melanoma cells | SK-MEL-5 TRPM1-promoter luciferase, 24 h; % of positive control, neutral wells = 0 | activation, % at 12.5 µM | 0.75% of 300,000 active | AID 588334;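 active means mean activation of at least 80% with every replicate also reaching 80%; inconclusive means mean reaches 80% but some replicate falls short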;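 further: 0% = neutral control wells and 100% = parthenolide positive control wells; values of inactives mirror those of a sister screen read the other way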
# dFosB activator – activators of mouse delta FosB homodimer | purified delta FosB, TAMRA-CDK5 oligo fluorescence polarization; percent of positive-control signal above neutral wells | 0.99% of 340,000 active | P13346 | activation, % at 25 µM;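 active means mean activation above about 17%, with every replicate also reaching it, limit read from the data, passing the limit was not always enough; inconclusive means only one of the two conditions met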;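 further: fluorescence polarization rise as delta FosB binds a TAMRA Cdk5 AP-1 oligo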
# Target sequence (P13346 whole entry, looked up): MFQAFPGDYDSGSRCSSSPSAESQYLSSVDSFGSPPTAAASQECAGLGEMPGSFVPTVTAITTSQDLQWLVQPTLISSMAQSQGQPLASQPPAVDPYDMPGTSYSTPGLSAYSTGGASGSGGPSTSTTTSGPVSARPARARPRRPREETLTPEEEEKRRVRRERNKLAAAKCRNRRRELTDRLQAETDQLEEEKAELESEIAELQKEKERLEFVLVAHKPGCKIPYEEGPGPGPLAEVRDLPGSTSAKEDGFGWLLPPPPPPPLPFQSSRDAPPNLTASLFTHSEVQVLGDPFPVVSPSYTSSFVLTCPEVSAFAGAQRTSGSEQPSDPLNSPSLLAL
# The depositor's hits bear a star; ? = inconclusive; / = not tested or not shown. Random draw from the library; 5% or so of the library scored in one or more.
structure	Wnt act	PvdQ acylase	CDK5 inh	V-ATPase pHluor	NSD2 inh	HTR5A ag ctr	HTR5A inv ag	SR-BI HDL uptake	MITF TRPM1 HTS	dFosB activator
CCC(CO)Oc1cc(NCc2ccc(OC)cc2)c2ncn(C(C)C)c2c1 (centres undefined)	-1	-17	1.4	-2	/	-6	15	48	-16	-4
CCOc1ncccc1C(=O)NCc1ccccc1Cl	0	3	0.5	1	/	0	1	-16	3	-2
COc1ccc(NC(=O)CCNC(=O)Cn2ccc3ccccc3c2=O)cc1Cl	0	-13	1.1	-1	5	-3	-25	-1	1	-1
COc1ccc(C(=O)CSc2ncn[nH]2)cc1OC	/	-19	-1.2	0	-1	1	-9	-26	-1	0
CCOC(=O)Nc1cccc(OCC(=O)Nc2ccc3c(c2)CCC3)c1	0	-21	0.9	-2	0	3	23	43	18	23*
COc1cc(C)nc(Oc2ccc(OCCOc3ccccc3)nn2)n1	-1	-11	0.1	3	10	2	-15	-18	-4	2
Cc1nnc(SC(C)C(=O)Nc2ccc3ccccc3c2)[nH]c1=O (centres undefined)	0	7	-1.3	0	3	7	3	13	-14	6
Nc1cc(OC(=O)c2ccccc2Br)nn1S(=O)(=O)c1ccccc1	/	-8	-0.1	4	0	-1	3	-4	/	2
COc1ccc2[nH]cc(CCNS(=O)(=O)c3ccccc3)c2c1	-2	2	0.0	1	-2	2	-5	3	-11	4
CCc1ccc(OCCNC(=O)c2ccccc2SCc2ccccc2)cc1	/	9	0.4	-1	/	-3	-1	-25	-6	-14
Cn1nc(C(F)(F)F)c(-c2ccc(F)cc2)c1NC(=O)Nc1ccc(F)cc1	0	-24	-4.6	0	-1	/	/	13	/	16
O=C(NC1CCCCC1)NC1(C(=O)N2CCN3CCCC3C2)CCCCC1 (centres undefined)	/	-14	-1.0	4	0	-2	2	-28	4	2
Cc1ccc(NC(=S)N(CCCN2CCOCC2)Cc2cccs2)c(C)c1	/	1	0.7	-6	-2	-3	8	-9	-3	-7
Cc1ccc(C2N3CC4([N+](=O)[O-])CN2CC([N+](=O)[O-])(C3)C4(C)C)cc1 (centres undefined)	9	12	-0.4	3	44	-1	4	-6	5	-9
O=C(NCc1cccs1)C1CCN(S(=O)(=O)c2ccc3c(c2)OCCO3)CC1	/	-9	1.0	-2	2	1	-3	-26	0	2
CCOc1ccc(NC(=O)CN(C)C(=O)CSC(C)C(=O)Nc2cc(C)on2)cc1OCC (centres undefined)	-2	-16	0.9	2	0	3	-24	35	-1	6
Cc1ccc(Nc2nnc(SC(C)C(=O)NCC3CCCO3)s2)cc1 (centres undefined)	3	-5	-1.6	-2	-2	-3	8	16	-6	-10
COCCCNC(=O)Cn1nnc(-c2ccccc2NC(=O)c2ccccc2F)n1	-2	-10	-3.2	0	/	-2	-8	-1	-5	-11
Nn1c(Cc2ccccc2F)nnc1SCCOc1ccc(Cl)cc1	-9	-3	-0.3	-4	-1	2	-7	-6	-12	-7
COc1ccc(Br)cc1CN1CCN(c2ncccn2)CC1	-1	-3	0.7	-2	0	-1	3	10	11	-5
CC(=O)Oc1cccc(C(=O)Nc2ccccc2NC(=O)c2cccc(OC(C)=O)c2)c1	-3	7	-1.8	-1	-11	7	-25	-15	9	-3
COc1ccc(CCN(C)C(=O)c2ccc(C)c(S(=O)(=O)N3CCCCC3)c2)cc1OC	1	-7	-2.8	3	5	-3	8	8	-5	-10
CN1CCNC(=O)C1CC(=O)N1CC=C(c2ccc(F)cc2)CC1 (centres undefined)	-1	10	-0.9	1	1	2	-5	-1	-4	-8
OCCN1CCN(CC(O)COc2ccc3c(c2)OCO3)CC1 (centres undefined)	/	-14	-2.1	2	-2	2	-12	-31	-9	6
CCCCn1c(SCC(=O)c2ccc3c(c2)NC(=O)CO3)nc2cc(S(N)(=O)=O)ccc21	-4	-7	0.4	-3	-1	2	8	/	-8	-7
CCC(CC)=NNC(=O)c1ccccc1OCc1ccc(F)cc1	/	-14	-0.4	-1	-3	5	-9	-16	-12	-3
CC(=O)Nc1ccc(NC(=O)CSCCc2ccccn2)cc1	-5	-17	2.6	-1	-5	-3	-18	15	0	-6
O=C(c1cnn2c(C(F)(F)F)cc(-c3cccs3)nc12)N1CCOCC1	-2	-9	-2.1	2	-4	-2	-12	7	-11	-16
O=C1COc2ccc(S(=O)(=O)Nc3ccc(F)cc3)cc2N1	3	2	1.1	2	-9	7	-35	-11	-1	0
CCSc1nnc(SCC(=O)NNC(=O)c2ccccc2F)s1	0	-11	2.2	-2	0	-1	-4	-14	-4	-6
O=C1c2ccccc2-c2ccc(C(=O)N3CCOCC3)cc21	/	-10	-0.4	-1	0	-2	16	17	/	-2
Cc1nn(C)cc1S(=O)(=O)Nc1ncccn1	0	10	1.5	2	-2	1	20	-9	4	-3
Cc1ccsc1/C=N/NC(=O)c1cc(-c2ccncc2)nc2ccccc12	-10	-13	-1.8	1	3	0	-45	46	-24	-22
O=C(CCn1nnc(-c2cccs2)n1)N1CCc2ccccc2C1	-2	-6	-3.1	-3	-2	-7	17	-24	-10	-8
O=C(NC1CC1)C1CCN(C2CCN(C(=O)/C=C/c3ccc(F)cc3)CC2)CC1	-1	-9	-5.1	5	0	-1	-15	-17	-6	-9
Cc1ccc(S(=O)(=O)c2cc(N3CCOCC3)nc(-c3ccccc3)n2)cc1	/	8	-0.4	0	-3	3	3	8	22	-11
CCSc1nnc(-c2ccc(OC)cc2)o1	/	3	1.0	-2	-4	-1	-13	0	60	-8
Fc1ccc(CNCc2ccccc2Cl)cc1	34*	-2	2.2	-1	-4	-2	-20	-5	17	4
COC(=O)c1ccc(NC(=O)CO/N=C2\CCCc3nonc32)cc1	11	-11	1.0	1	-1	-1	-37	6	-1	-4
C=CCn1c(-c2ccccc2)cc(SC)c(C#N)c1=O	0	-8	-1.3	-2	-9	6	-17	46	4	-8
CCN(C(=O)C1CCCO1)c1ccccc1 (centres undefined)	1	-3	0.6	-4	0	-1	4	1	/	5
COc1ccc(N(C(C)=O)S(=O)(=O)c2cccs2)cc1	0	-17	-6.1	-1	2	5	-3	-23	6	6
CC(Oc1ccc2c(c1)c1ccnc3c4ccccc4c(=O)n2c13)C(=O)NCCN1CCOCC1 (centres undefined)	0	20	0.3	-1	/	2	-18	32	/	-55
CCOC(=O)CSc1nc(N)c(C(=O)Nc2ccc(N(C)C)cc2)s1	-1	-10	1.1	0	3	4	-17	-10	10	-8
C[C@H](CO)N1C[C@H](C)[C@@H](CN(C)S(=O)(=O)c2cn(C)cn2)Oc2c(NS(=O)(=O)c3cccs3)cccc2C1=O	-1	12	5.7	3	/	0	0	-3	7	-1
Cc1ccc(C(=O)NC(=S)NNC(=O)CCN2CCOCC2)cc1	1	7	0.4	-1	-16	3	-8	0	1	-4
CC(Sc1nnc(-c2ccco2)n1C)C(=O)N1C(C)CCCC1C (centres undefined)	2	-15	-0.3	1	-1	0	-24	11	-6	-4
COc1c(S(=O)(=O)N2CCN(C)CC2)ccc(Cl)c1Cl	-1	0	-0.3	-5	1	-5	17	9	/	-3
Cn1c(=O)n(Cc2ccc(Cl)cc2)c(=O)c2c1nc1n2CCN1Cc1ccco1	/	-11	1.0	2	/	/	/	28	/	-7
COCc1c(Br)c(C)nc(OCC(=O)N/N=C/c2ccc(C)o2)c1C#N	-1	-15	0.8	-1	-1	9	19	17	1	-13

# (more compounds)
structure	Wnt act	PvdQ acylase	CDK5 inh	V-ATPase pHluor	NSD2 inh	HTR5A ag ctr	HTR5A inv ag	SR-BI HDL uptake	MITF TRPM1 HTS	dFosB activator
CC(c1cccs1)N(C)Cc1nc(CCc2ccccc2)no1 (centres undefined)	?	-4	0.5	-3	-6	-1	9	-13	14	3
CCNC(=S)NCc1ccc(F)cc1	-1	-2	-0.9	-3	4	4	-13	-15	8	1
Cc1cc(C)cc(-n2c(C)cc(/C=C3\C(=N)N4N=C(CC(C)C)SC4=NC3=O)c2C)c1	-2	2	0.1	2	2	6	14	16	11	-19
O=C(Nc1cc(Oc2ccc(Cl)cc2)cc([N+](=O)[O-])c1)c1ccco1	3	-2	-0.5	-4	-1	3	-37	26	19	2
O=C(CN1CCOCC1)Nc1nc(-c2ccc(Cl)cc2)cs1	3	4	-0.4	-5	2	-3	9	19	2	-5
Cc1nc(N2CCN(Cc3ccccc3)CC2)[nH]c(=O)c1C	/	2	-0.2	5	-3	1	-3	-18	/	5
CC(C)Oc1cccc(C(=O)NC2=NCCS2)c1	-2	-10	0.6	-4	/	2	-5	-2	31	-2
COc1cc([C@H]2OC[C@H]3[C@@H]2CO[C@@H]3c2ccc(O[C@H]3O[C@H](CO)[C@@H](O)[C@H](O)[C@H]3O)c(OC)c2)ccc1O[C@@H]1O[C@H](CO)[C@@H](O)[C@H](O)[C@H]1O	-3	5	0.9	-2	/	1	-2	-28	4	0
COc1ccc(S(=O)(=O)c2c(N)n(Cc3ccco3)c3nc4ccccc4nc23)cc1	0	-20	1.7	0	-4	-3	7	-7	-12	-4
COc1ccc(N=C2SC(C(N)=O)CC(=O)N2CCc2ccc(OC)c(OC)c2)cc1 (centres undefined)	/	-6	-1.2	1	3	-1	2	43	7	-1
Nc1nc(-c2ccc(C(=O)O)cc2)cs1	-4	-20	-0.6	-1	-3	-1	3	-9	3	12
COc1ccc(-c2[nH]ncc2CN(C)C(C)c2cccs2)c(F)c1 (centres undefined)	-4	-2	-2.7	0	5	-1	3	-5	-6	-3
COc1cccc(OC)c1C(=O)N1CC(C)OC(C)C1 (centres undefined)	0	2	0.1	-2	-1	3	-19	-5	-9	-3
COc1cc(/C=C/C(=O)OCC(=O)Nc2cc(C)on2)ccc1OCC#N	-3	-2	0.3	-1	-2	3	-9	14	4	5
COc1ccc(-c2cnnc(N/N=C/c3ccc(O)c(O)c3)n2)cc1	0	-7	-1.4	-1	11	1	20	-2	-4	-13
CCOc1ccc(N(CC(=O)NCCc2ccccc2)C(=O)CCC(=O)Nc2nccs2)cc1	-3	12	-0.8	-7	-2	4	-11	/	-7	-7
CCOC(=O)c1ccc(S(=O)(=O)N2CCN(CC(O)COc3cccc(C(C)=O)c3)CC2)cc1 (centres undefined)	0	-9	-7.2	0	-1	0	1	14	1	-1
CCC(=O)Nc1cc(OC)cc(OC)c1	1	-4	-2.4	7	-3	-3	7	-16	-6	-2
Cc1cc([N+](=O)[O-])nn1CCC(=O)Nc1nccs1	-12	4	-0.3	6	4	-1	3	6	11	4
CCc1cccc(NS(=O)(=O)c2c(C)nc3sc(CC)nn3c2=O)c1	-4	-15	-1.7	-1	/	-3	8	-11	2	-1
COC(=O)c1cn(-c2ccccc2)c(C)c1C(=O)OC	-2	-10	-0.1	-1	0	3	12	9	-4	-6
O=C(O)CCCn1cc(NC(=O)COc2ccccc2[N+](=O)[O-])cn1	0	2	0.9	1	5	/	/	0	-10	4
